mcGAS inh: blocks mouse cGAS activity; Q8C6L5; recombinant cGAS, Kinase-Glo ATP depletion luminescence; inhibition, % at 12.5 µM; 0.15% of 160,000 active; AID 1259399;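 further: 0% = negative control wells and 100% = reference inhibitor with no enzyme activity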
NPYLR7 agonist: activates Aedes aegypti NPYLR7 receptor; HEK293T NPYLR7/Galpha15, GCaMP6s calcium fluorescence; activation, % at 10 µM; 0.15% of 270,000 active; in the data active means activation above about 40%;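 further: 0% = vehicle and 100% = reference agonist at the receptor; some compounds past the cut are filed as inactive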
hcGAS lum: inhibitors of human cGAS; recombinant h-cGAS, ATP depletion, Kinase-Glo luminescence; AID 1259398; Q8N884; 0.081% of 290,000 active; inhibition, % at 12.5 µM;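 further: 0% = vehicle reaction and 100% = reaction without DNA for no activity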
Target sequence (Q8N884 whole entry, looked up): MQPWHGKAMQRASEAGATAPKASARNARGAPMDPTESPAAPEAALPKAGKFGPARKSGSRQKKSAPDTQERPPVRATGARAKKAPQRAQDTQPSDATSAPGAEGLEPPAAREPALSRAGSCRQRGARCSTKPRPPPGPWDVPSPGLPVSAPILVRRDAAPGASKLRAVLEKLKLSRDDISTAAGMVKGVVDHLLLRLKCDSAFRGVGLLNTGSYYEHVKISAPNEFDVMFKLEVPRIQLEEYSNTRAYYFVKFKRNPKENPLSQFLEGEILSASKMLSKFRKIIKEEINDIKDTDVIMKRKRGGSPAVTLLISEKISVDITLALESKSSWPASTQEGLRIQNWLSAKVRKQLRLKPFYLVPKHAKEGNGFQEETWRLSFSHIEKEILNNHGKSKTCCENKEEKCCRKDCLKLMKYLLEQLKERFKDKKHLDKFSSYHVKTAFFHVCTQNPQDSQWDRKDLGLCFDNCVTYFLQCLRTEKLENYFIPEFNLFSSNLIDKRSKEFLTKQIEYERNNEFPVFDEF
* marks the source's active call; other numbers are inactive results; / = not tested or not shown; & = joins results of further samples. Unless noted, no stated cut-off is given here; in the data, active means inhibition above about 40%; inactive means the rest. No enrichment for hits. About 0.26% of those tested had a hit in this group.

Screens in order: mcGAS inh	NPYLR7 agonist	hcGAS lum
O=c1c2cc3c(=O)n(-c4ncn[nH]4)ccc3nc2ccn1Cc1ccco1
→ /	-13.2	-4.0
COc1ccc(NC(=O)C2(C)CCN2Cc2ccc(C(C)C)cc2)cc1OC (stereo not given)
→ /	4.7	9.0
COc1ccc(CNC(=O)Cn2cccc(-c3nc(-c4ccc(Br)cc4)no3)c2=O)cc1
→ -9.0	4.3	-5.3
Cc1nc2cc(C(F)(F)F)ccc2n1C1CCN(C(=O)Cc2cccs2)CC1
→ -5.0	-5.1	-2.7
O=C(O)/C=C\C(=O)NNC(=O)CSc1ccc2ccccc2n1
→ 0.7	-4.5	-1.3
c1ccc2cc(CN3CCC4(CCCNC4)C3)ccc2c1 (stereo not given)
→ -14.4	3.0	-3.8
CCc1cnc(C)nc1NCC1(N(C)C)CCSC1 (stereo not given)
→ -9.5	18.2	-4.9
C=CCNC(=O)c1cn(CC)cc2c(=O)n(-c3ccccc3)nc1-2
→ -5.9	2.3	-3.0
C=CCOC(CN1CCN(C(=O)c2cc(C)nc(Cl)c2)CC1)c1cccc(N2CCCC2)c1 (stereo not given)
→ -6.9	-2.5	-4.7
O=C(C[C@@H]1C[C@@H]2C=C[C@H]1C2)NCc1ccccc1-n1cncn1
→ -2.6	/	-2.9
Cc1cccc(C(C)C)c1NC(=O)CNC(C)c1nn[nH]n1 (stereo not given)
→ -8.5	3.1	-1.6
NC(=O)NC(CC(=O)N1CCC(CCc2ccccc2)CC1)c1ccccc1F (stereo not given)
→ /	8.3	-9.0
O=C1CON=C(Cc2ccccc2)N1Cc1ccccc1F
→ /	6.2	-1.9
CC(=O)c1sc(NC(=O)c2ccccc2NS(=O)(=O)c2ccc(C)cc2)nc1C
→ -5.1	1.4	-2.1
C/C(=C/C(=O)N1CCCN(C(N)=O)CC1)c1ccccc1Cl
→ -15.2	8.2	-5.4
FC1(F)Oc2cccc(-c3nccn3CCCn3ccnc3)c2O1
→ -9.7	26.1	-6.1
CN(C)N=CC=C1CCC(=Cc2ccc(F)c(F)c2)C1=O
→ /	-0.3	-10.7
Cc1nc(-n2nc(-c3cccs3)cc2NC(=O)c2c(F)cccc2Cl)[nH]c(=O)c1C
→ /	-1.3	-2.5
CS(=O)(=O)c1ccc(-c2nccc(N3CCC(O)CC3)n2)cc1
→ /	10.8	-9.0
O=C(CCc1nc2ccccc2[nH]c1=O)OCc1c(F)cccc1Cl
→ /	2.1	-5.5
COC[C@@H]1CC(F)(F)CN1C1CCN(C(=O)c2cncn2C)CC1
→ -5.5	/	-10.0
Cc1noc(Cl)c1CCC(=O)Nc1cc(F)c(N(C)C)c(F)c1
→ /	-4.3	8.9
COc1cccc(C(=O)N(Cc2c(-c3ccccc3)noc2N2CCSCC2)C2CC2)c1
→ -6.7	7.7	-2.9
Cc1cccnc1NC(=O)C1CCCN(C(=O)c2c(C)oc(C)c2C)C1 (stereo not given)
→ /	4.5	-4.6
O=Nn1c2ccccc2c2ccccc21
→ -4.8	2.0	-15.2
CCNc1ncc(-c2n[nH]c(CCc3ccccc3)n2)cn1
→ /	27.8	-4.7
O=C1NC2(CCN(Cc3ccccc3[N+](=O)[O-])CC2)Nc2ccccc21
→ 2.7	4.8	2.5
CCOCCCNS(=O)(=O)c1c(C)nc2sccn2c1=O
→ /	3.0	-5.6
COc1ccc2c(c1)c(C(=O)NCCSc1nnnn1C)c(C)n2C
→ -9.5	16.3	0.2
C=CCNC(=O)C(NC(=O)c1ccccc1)C1CCN(C(=O)c2ccc(C(F)(F)F)cc2)CC1 (stereo not given)
→ -4.0	6.1	-2.8
CCCCn1c(CN2CCC3(C=Cc4ccccc43)CC2)cnc1S(=O)(=O)CC
→ -8.1	0.6	-9.2
CC(C)(C)c1ncc2c(n1)CN(C(=O)CCc1cnccn1)C2
→ /	-0.5	-3.3
C=C(C)NC(=S)Nc1nccs1
→ /	-18.8	1.0
Cc1cccc(C(=O)OCC(=O)N2C(C)(C)CC(=O)CC2(C)C)c1C
→ /	2.7	-4.8
C=CCn1c(=O)c2c(nc3n2CC(C)=NN3Cc2ccc(Cl)cc2)n(C)c1=O
→ -5.8	2.7	-8.4
COCC(=O)Nc1cc(-c2ccc(C)cc2)cc(-c2ccccc2)n1
→ /	7.5	-4.9
CC(C)(CO)NC(=O)C12CC3CC(CC(Br)(C3)C1)C2
→ -6.2	1.6	-2.2
COc1ccc(CCNC(=O)c2cccnc2N2CCN(C(=O)C3C[C@H]3c3ccccc3)CC2)cc1OC (stereo not given in full)
→ -9.0	19.7	-9.9
CC(C)CNc1nc(-c2ccc(O)c(C(N)=O)c2)cs1
→ -4.1	4.8	-1.7
O=C(NCc1cc(F)cc(F)c1)c1ccc(-c2ccc(Oc3ccccc3)cc2)s1
→ -6.7	3.6	-5.7
CC1=C(c2ccccc2)[N+](=O)C(C)(c2ccc(Br)cc2)N1[O-] (stereo not given)
→ /	7.6	-1.4
CC(C)(NC(=O)c1cccs1)C(=O)NCC(c1ccncc1)N1CCOCC1 (stereo not given)
→ /	3.3	-4.2
O=C(c1cccnc1Cl)N1CCN(c2nccc(-c3cccs3)n2)CC1
→ -8.1	25.6	-3.7
CCOC(=O)Nc1ccc(C(=O)OCC(=O)N(C)C2CCC(C)CC2)cc1 (stereo not given)
→ /	-5.2	-5.0
CCN1CCN(S(=O)(=O)c2ccc([N+](=O)[O-])cc2)CC1
→ -6.0	-7.0	-6.1

Pulled by compound from the entries so far, 3 records:
Screens in order: mcGAS inh	NPYLR7 agonist	hcGAS lum
O=C(c1cccnc1Cl)N1CCN(c2nccc(-c3cccs3)n2)CC1
→ -8.1	25.6	-3.7
CC(C)(CO)NC(=O)C12CC3CC(CC(Br)(C3)C1)C2
→ -6.2	1.6	-2.2
CC1=C(c2ccccc2)[N+](=O)C(C)(c2ccc(Br)cc2)N1[O-] (stereo not given)
→ /	7.6	-1.4

The list continues:
Screens in order: mcGAS inh	NPYLR7 agonist	hcGAS lum
Nc1nc(COC(=O)C2CC3CCCC(C2)C3=O)nc2sc3c(c12)CCCC3 (stereo not given)
→ /	3.6	-4.4
CC(C)(C)NC(=O)N1CCC2(CC1)SCCN2C(=O)c1ccc(Cl)cc1Cl
→ -3.1	8.7	-2.8
C=CCN(CC#Cc1ccccc1)Cc1ncc[nH]1
→ -18.9	2.3	-3.0
O=[N+]([O-])c1cccc(C=Nc2ccccc2)c1
→ 1.4	-4.5	-1.3
Cc1cc(C(=O)NC2CCN(C(=O)/C=C/c3cccc(F)c3)CC2)on1
→ /	9.9	-6.8
COc1ccc(N2C(=O)CSC2c2ccc(C(C)C)cc2)cc1 (stereo not given)
→ /	-5.8	-8.5
CC(C)SC(NC(=O)OCc1ccccc1)C(=O)NN(C)c1ccccc1 (stereo not given)
→ 0.3	-9.2	1.3
O=C(NCC1CCCCC1)c1ccc(Nc2cccc(C(F)(F)F)c2)nc1
→ /	-6.8	-4.0
CC(O)C(C)SC1CCN(c2c(F)cccc2F)C1=O (stereo not given)
→ -4.2	-0.4&1.1	-16.1&-7.6
COc1ccc(-n2c(-c3ccccc3)cc(C(=O)N3CCC(n4c(=O)[nH]c5ccccc54)CC3)c2C)c(OC)c1
→ -5.7	15.8	-2.9
CCOC(=O)C1=C(C)N(c2ccccc2)C(=S)NC1c1ccc(C#N)cc1 (stereo not given)
→ -5.9	2.5	0.1
O=C(CNc1cc(Cl)cc(Cl)c1)N(c1ccccc1)C1CCS(=O)(=O)C1 (stereo not given)
→ -4.6	5.9	-5.2
CC(=O)Nc1ccc(S(=O)(=O)N2CCN(c3nc(C)nc(C)c3Cc3ccccc3F)CC2)cc1
→ 1.4	6.9	4.7
COCC(=O)Nc1cccc(C2SCC(=O)N2c2ccc(OC)cc2)c1 (stereo not given)
→ 2.3	/	1.3
CCOC(=O)CN1CCN(c2cc(OC)cc(OC)c2)C(=O)C1C (stereo not given)
→ /	-0.5	0.5

Ordered by count of non-hydrogen atoms (rising): some entries from above.
Screens in order: mcGAS inh	NPYLR7 agonist	hcGAS lum
O=[N+]([O-])c1cccc(C=Nc2ccccc2)c1
→ 1.4	-4.5	-1.3
CCOC(=O)CN1CCN(c2cc(OC)cc(OC)c2)C(=O)C1C (stereo not given)
→ /	-0.5	0.5
COCC(=O)Nc1cccc(C2SCC(=O)N2c2ccc(OC)cc2)c1 (stereo not given)
→ 2.3	/	1.3
CC(C)SC(NC(=O)OCc1ccccc1)C(=O)NN(C)c1ccccc1 (stereo not given)
→ 0.3	-9.2	1.3
COc1ccc(-n2c(-c3ccccc3)cc(C(=O)N3CCC(n4c(=O)[nH]c5ccccc54)CC3)c2C)c(OC)c1
→ -5.7	15.8	-2.9

The list goes on:
Screens in order: mcGAS inh	NPYLR7 agonist	hcGAS lum
NCCN1C(=O)SC(=Cc2ccc3c(c2)OCO3)C1=O
→ /	1.4	3.5
CCN(CC)c1onc(-c2ccccc2)c1CN(CCCOC)C(=O)Nc1ccc(C)cc1
→ -3.5	-1.0	-5.5
CC(C)NCC(O)c1ccc(NS(C)(=O)=O)cc1 (stereo not given)
→ -5.2	1.3&-16.7&-10.7&0.2	0.6&-4.8&-4.7&-1.7
CN(C)c1ccc(CC(=O)N2CCC(n3cnc4ccc(F)cc43)CC2)cc1
→ -7.3	-3.8	-6.8
O=S(=O)(O)CCSSCCS(=O)(=O)O
→ /	-4.5	3.1
O=C(NCc1ccc2c(c1)OCO2)c1cc2cc(Cl)cc(Cl)c2oc1=O
→ -7.1	-3.7	-5.6
CCOc1cc(C(=O)Nc2nc3ccc(F)cc3s2)cc(OCC)c1OCC
→ /	-2.4	-9.0
O=C(CCc1ncc(-c2ccc(Cl)cc2Cl)o1)NC1CC1
→ /	3.6	-7.4
CC(C)C(C)N(Cc1cccc(C(F)(F)F)c1)Cc1nc(C(=O)NCCN2CCOCC2)co1 (stereo not given)
→ -6.7	15.7	-0.2
CC(C)Nc1ccc(C(=O)NCCCCc2ccccc2)cn1
→ -8.0	-6.0	-5.3
COC[C@@H]1CCCN1CC(=O)NCCc1cccc(Cl)c1
→ -17.1	10.4	-4.0
CCCCCCCC(=O)Nc1c(-c2ccc(Cl)cc2)nc2ccccn12
→ -7.5	-1.2	-6.7
CC(Nc1ncnc2sccc12)C1CC2CCC1C2 (stereo not given)
→ -2.0&-1.6	3.7&-5.3	-2.1&6.0
Cc1cc(=O)oc2cc(OC(C)C)ccc12
→ 0.6	8.9	-1.2
CCN(CC)C(=O)Cn1cc(C(=O)NCCc2ccco2)nn1
→ /	3.8	0.3

Brought forward from above: seven entries; new compounds follow.
Screens in order: mcGAS inh	NPYLR7 agonist	hcGAS lum
CC(C)C(C)N(Cc1cccc(C(F)(F)F)c1)Cc1nc(C(=O)NCCN2CCOCC2)co1 (stereo not given)
→ -6.7	15.7	-0.2
CC(C)Nc1ccc(C(=O)NCCCCc2ccccc2)cn1
→ -8.0	-6.0	-5.3
COC[C@@H]1CCCN1CC(=O)NCCc1cccc(Cl)c1
→ -17.1	10.4	-4.0
CCCCCCCC(=O)Nc1c(-c2ccc(Cl)cc2)nc2ccccn12
→ -7.5	-1.2	-6.7
CC(Nc1ncnc2sccc12)C1CC2CCC1C2 (stereo not given)
→ -2.0&-1.6	3.7&-5.3	-2.1&6.0
Cc1cc(=O)oc2cc(OC(C)C)ccc12
→ 0.6	8.9	-1.2
CCN(CC)C(=O)Cn1cc(C(=O)NCCc2ccco2)nn1
→ /	3.8	0.3
Cc1ccc(OCCCn2c(=O)sc3ccccc32)cc1
→ -6.9	3.9	-5.3
CCCCNC(=O)OC(C)CNC(=O)OC (stereo not given)
→ /	-0.2	7.2
Cc1cc(NC(=O)C(C)NC(C)c2ccccc2F)on1 (stereo not given)
→ /	8.0	-1.2
CN1C(=O)NC(c2cccc(Oc3ccccc3)c2)C2=C1CN(C(Cc1ccccc1)C(=O)N1CCc3ccccc3C1)C2=O (stereo not given)
→ -6.8	1.3	-8.2
O=C(O)[C@H]1C[C@@H](C(=O)Nc2ccc(F)cc2)CN(C(=O)C2CCOCC2)C1
→ /	0.3	-1.3
COc1ccc(NC(C)=O)cc1NC(=O)N(Cc1ccccc1)C1CC1
→ /	-5.0	-4.5
O=C1C2CCCN2C(c2ccc(Cl)cc2Cl)N1c1nccs1 (stereo not given)
→ -6.6	9.7	-7.0
Cc1cc(NC(=O)C2(C)CCN2C(=O)C2CCCCC2)no1 (stereo not given)
→ /	4.7	-9.6
O=C(NCCCN1CCCC1=O)c1ccc(-c2cc(-c3ccc(N4CCCCC4)cc3)n[nH]2)cc1
→ -5.4	-2.0	-3.2
